Bioassay records as filed in PubChem.
ERAP1 inh = ERAP1 (human) enzyme inhibition; Q9NZ08; recombinant ERAP1, Leu-AMC fluorescence, 60 min; inhibition, % at 10.7 µM; actives 0.15% (n = 340,000); AID 652197;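 active = mean replicate inhibition of at least 30%, or all replicates individually reaching that 30% level; inactive = mean below 30% and not every replicate reaching it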;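 also: 0% = neutral control wells and 100% = L-leucinethiol positive control wells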
Target sequence (Q9NZ08 whole entry, looked up): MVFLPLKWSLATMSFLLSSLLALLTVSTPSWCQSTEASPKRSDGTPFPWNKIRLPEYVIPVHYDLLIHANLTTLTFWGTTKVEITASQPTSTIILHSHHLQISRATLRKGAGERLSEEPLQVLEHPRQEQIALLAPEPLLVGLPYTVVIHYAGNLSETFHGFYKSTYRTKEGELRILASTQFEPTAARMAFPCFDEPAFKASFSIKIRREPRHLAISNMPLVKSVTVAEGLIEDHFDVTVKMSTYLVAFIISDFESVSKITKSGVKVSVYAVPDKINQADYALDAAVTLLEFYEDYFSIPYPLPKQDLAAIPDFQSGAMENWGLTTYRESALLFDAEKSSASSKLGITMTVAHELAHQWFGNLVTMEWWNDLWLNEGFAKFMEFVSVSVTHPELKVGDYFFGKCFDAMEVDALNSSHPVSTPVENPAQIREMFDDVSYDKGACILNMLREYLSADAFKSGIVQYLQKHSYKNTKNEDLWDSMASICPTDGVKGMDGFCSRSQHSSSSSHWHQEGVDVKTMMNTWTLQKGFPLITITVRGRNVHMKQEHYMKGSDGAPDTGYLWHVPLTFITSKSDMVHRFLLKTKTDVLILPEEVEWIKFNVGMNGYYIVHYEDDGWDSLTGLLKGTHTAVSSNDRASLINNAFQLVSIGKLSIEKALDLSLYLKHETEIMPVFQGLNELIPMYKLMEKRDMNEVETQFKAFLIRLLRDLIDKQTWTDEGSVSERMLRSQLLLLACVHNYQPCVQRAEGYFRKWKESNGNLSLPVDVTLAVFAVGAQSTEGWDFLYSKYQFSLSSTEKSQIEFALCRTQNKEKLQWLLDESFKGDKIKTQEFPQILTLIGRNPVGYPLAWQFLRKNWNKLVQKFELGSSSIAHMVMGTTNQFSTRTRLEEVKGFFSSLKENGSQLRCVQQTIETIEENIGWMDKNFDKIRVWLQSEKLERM
E-selectin induc = E-selectin induction on HUVECs. P16581. HUVEC E-selectin immunofluorescence imaging; normalized: neutral wells 0, TNF-alpha wells 100. activation, % at 7.58 µM. actives 0.37% (n = 260,000);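 active = mean E-selectin-positive cell signal at least 10% of the positive control, reached in at least 60% of replicates, without over 20% cell loss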;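 also: in these data hits start at about 27%; measured in HUVEC primary endothelial cells; signal is the percent of cells scored E-selectin positive by PE staining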
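System: HUVEC, human umbilical vein endothelial cells; quantity: 3,000 cells/well; buffer or medium: EGM-2 medium, gelatin-coated wells; dosing: single-point compound dose; detection: immunofluorescence imaging; evaluation: % PE-positive cells; benchmarks: TNF-alpha, DMSO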
RAD54 inh = blocks human RAD54 Holliday junction branch migration. inhibition, % at 10.4 µM. FAM/BHQ fluorescence. Q92698. actives 0.14% (n = 360,000);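 active = mean normalized replicate activity at least 40 and at least half of replicates scoring 40 or more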;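 also: 0% = median of neutral control wells and 100% = median of positive control wells; inhibitors cause a drop in the FAM fluorescence signal; in these data hits start at about 50%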
miR122 inh = inhibitors of miR-122 in Huh7 cells | actives 0.3% (n = 340,000) | activation (reporter increase), % at 12.5 µM | AID 602342 | Huh7 miR-122 Renilla luciferase sensor, 48 h; neutral wells = 0, positive control = 100;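 active = mean replicate activation score at least 90 and every replicate individually at or above 90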;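 also: higher luciferase means less miR-122 activity so hits act as miR-122 inhibitors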
PGC1a acetyl inh = modulators of PGC1a acetylation | actives 0.17% (n = 350,000) | inhibition, % at 15.6 µM | AID 651687 | U2OS PGC1a acetylation, AlphaScreen anti-acetyl-lysine; with virally co-expressed GCN5 acetyltransferase;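 active = every replicate shows inhibition of at least 40%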;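 also: 0% = neutral control wells and 100% = positive control wells; some results beyond the cut were filed as inactive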
Cneo AK release = Cryptococcus neoformans lysis via adenylate kinase release. AID 651654. lysis activity, % at 15 µM. actives 0.2% (n = 360,000). C. neoformans lysis, adenylate kinase release luminescence, 4 h; normalised: neutral wells 0, clomiphene wells 100;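 active = mean lysis activity across replicates of at least 80%, whatever share of replicates individually reach that level; inactive = mean lysis activity below 80%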
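Material: C. neoformans cells | Amount: Yeast cell density of 5 × 10^6 cells/mL | Medium: Fresh YPD growth medium | Dosing: Single dose | Times: Static 4 h at 37 °C with compound, 1 h detection | Detection: AK luminescence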
PglD DTNB = inhibitors of Campylobacter jejuni PglD acetyltransferase; purified PglD enzyme, DTNB colorimetric CoA detection; inhibition, % at 12.5 µM; actives 0.098% (n = 360,000); in the data active = inhibition above about 16%, passing the limit was not always enough; also: strong numbers were not always called active
RAD52 anneal inh = RAD52 (human) annealing inhibition; P43351; recombinant RAD52 DNA annealing, FRET fluorescence; inhibition, % at 18.7 µM; actives 0.46% (n = 360,000); AID 651710;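 active = every replicate showing at least 50% inhibition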
* = called active by the depositor; x = not tested or not shown; & = joins results of further samples; ! = not active in a repeat; [ ] = dose if it differs, or a comment.

SMILES	ERAP1 inh	E-selectin induc	RAD54 inh	miR122 inh	PGC1a acetyl inh	Cneo AK release	PglD DTNB	RAD52 anneal inh
O=C(CCCn1c(=O)[nH]c2ccccc2c1=O)NCCSCc1ccccc1	0	1.5	-16	8	-17	-5	13	5
Cn1ccc(C(=O)Nc2sc3c(c2C(N)=O)CCCCC3)n1	2	x	-7	0	x	-15	0	-10
COc1cc(C(=O)Nc2ccc(C(=O)NCC3CCCO3)cc2)cc(OC)c1OC (stereo not drawn)	-3	x	12	-3	7	5	8	-11
CCN1CCN(Cc2ccc(NC(=O)c3cc(NC(=O)c4ccno4)cc(OC)c3)cc2C(F)(F)F)CC1	1&0	0.1&-0.4	1&-8	-8&-9	-11&-3	1&-2	-1&-3	57*!
Cc1ccc2c(c1)Sc1c(ccc3ccccc13)N2	-1	x	0	15	-14	-2	1	-14
CC12CCC(=O)N1C(C(=O)Nc1ccccc1N1CCCCC1)CS2 (stereo not drawn)	-1	2.1	-7	17	-27	4	-1	9
COc1ccc(-c2ccc(C(=O)NCc3ccc(F)c(F)c3)c3occc23)c(C)c1	-2	0.0	6	4	-6	1	-7	-25
CC(N=C1NS(=O)(=O)c2ccccc21)C(=O)NCc1ccc(F)cc1 (stereo not drawn)	-2	-0.1	x	-7	1	x	x	-6
CC(=O)N1[C@@H](CO)[C@@H](c2ccccc2)[C@@H]1CNC(=O)CN1CCOCC1	1	-0.2	-2	-42[16.7 µM]	1	-2	1	-3
CCOC(=O)c1[nH]c(C)c(CN(CCc2ccc(OC)c(OC)c2)C(=O)CCCC(=O)O)c1C	x	x	-26	0	3	-3	x	x
O=C(NNc1cc(C(F)(F)F)nc2ccccc12)Nc1cccc(Cl)c1	x	1.3	-2	-2	0	0	5	-23
O=C(CN1CCOCC1)N[C@@H]1CC[C@H](CCNC(=O)C2CCCCC2)O[C@@H]1CO	-4	-0.4	-1	x	13	1	-3	-6
O=C(NCCc1ccccc1)C(=O)NCC1OCCN1S(=O)(=O)c1ccc(Br)cc1 (stereo not drawn)	2	x	-3	-5	2	0	1	-21
O=C(C[C@@H]1C[C@@H]2c3cc(NC(=O)c4cccnc4)ccc3O[C@@H]2[C@@H](CO)O1)NCc1ccncc1	2	-0.2	7	1[16.7 µM]	6	1	-2	0
Cc1ccnc(NC(c2ccccc2O)c2oc(CO)cc(=O)c2O)c1 (stereo not drawn)	4	-6.1	x	10	12	x	x	-23
C[C@@H]1CN([C@H](C)CO)C(=O)c2cc(C#CC3CCCCC3)cnc2O[C@@H]1CN(C)S(=O)(=O)c1ccc(F)cc1	3	0.5	5	1[16.7 µM]	18	2	0	7
CCCCC1=CC2=CC(=O)C(C)(OC(=O)CC)C(=O)C2=CN1c1cccc(C#N)c1 (stereo not drawn)	6	1.2	-5	5	7	-2	4	-14
CC1CCOC2(O1)C(=O)N(CN1CCN(c3ccccc3F)CC1)c1ccccc12 (stereo not drawn)	x	x	0	11	4	0	-3	x
O=C1C(Cl)=C(Nc2ccc3cn[nH]c3c2)C(=O)c2ccccc21	4	x	0	-27	55*	-5	3	-8
O=C(C[C@H]1CC[C@@H]2[C@H](COC[C@H](O)CN2C(=O)c2ccc3c(c2)OCO3)O1)NCCN1CCCCC1	-3	-0.1	5	-6[16.7 µM]	-4	1	0	-13
COc1ccc(CNC(=O)CCNC(=O)C2CCN(S(=O)(=O)c3ccc(OC)cc3)CC2)cc1	2	-0.2	-3	-1	-10	0	0	-13
CO[C@H]1CN(C)C(=O)c2ccc(NC(=O)Cc3ccccc3)cc2OC[C@H](C)NC[C@@H]1C	-2	-0.2	x	x	1	x	x	-4
C/C(=N/NC(=O)c1ccco1)c1cccc(NC(=O)c2ccc(C)s2)c1	4	x	-4	-1	x	-1	-2	-12
Cc1ccc(-c2ccc([C@@H]3[C@H]4CN(C(=O)Nc5cccc(F)c5)CC(=O)N4[C@H]3CO)cc2)cc1	-2	-0.3	x	x	3	x	x	-4
COc1ccc(/C=C/c2ccncc2)cc1OC	x	x	10	5	-12	1	-4	x
Next compounds:
SMILES	ERAP1 inh	E-selectin induc	RAD54 inh	miR122 inh	PGC1a acetyl inh	Cneo AK release	PglD DTNB	RAD52 anneal inh
Fc1ccc(CSc2nnc(Cc3sc(-c4ccccc4)nc3-c3ccccc3)o2)cc1	x	x	-8	-5	-6	-1	-8	x
CC(=O)N(Cc1cccc(Br)c1)c1ccc(N2CCOCC2)c(Cl)c1	-2	x	-12	1	-15	2	-4	-15
CC1(C)Cc2cccc(OCC(=O)Nc3cccnc3)c2O1	x	x	-10	10	-10	-1	-7	x
COc1ccc(CN(C)C(=O)Cc2c[nH]c3ccccc23)c(OC)c1OC	-3	0.3	-7	44	1	0	-2	-5
CC(=O)Nc1ccc(S(=O)(=O)N2CCC(C(=O)N[C@@H](C)C(=O)NC3CCCC3)CC2)cc1	2	x	-7	-4	0	0	1	-1
CC(C)c1ccccc1NC(=O)COC(=O)Cc1c[nH]c2ccccc12	x	-0.1	-3	-2	6	x	0	x
Cn1c(SCC(=O)N2CC(=O)Nc3ccccc32)nnc1C(F)(F)F	0	-0.1	-4	x	x	-11	-1	-9
COc1ccc(NS(=O)(=O)c2cccc(C(=O)N(C)Cc3ccc(SC)cc3)c2)cc1	1	x	-11	38	x	1	-2	8
CN1C(=O)CC(N2CCC(c3nc4ccccc4[nH]3)CC2)C1=O (stereo not drawn)	x	0.3	0	-3	-2	-3	3	-3
COc1ccc(/C=C/C(=O)OCC(=O)N(C)CC(=O)Nc2ccc(C)cc2)c(OC)c1	-1	-0.6	2	-13	-4	-1	-3	-12
C=CCn1c(COc2cccc(C)c2)nnc1SCC(=O)NC(=O)NCc1ccco1	-4	x	-1	0	4	1	3	-2
CNc1cc(CSc2ccc(Cl)cc2)nc(C)n1	7	x	2	-6	x	2	1	7
Cc1cccc(C)c1NC(=O)c1c(C)nn(-c2ccccc2)c1Cl	x	x	2	-7	3	0	7	x
CC1CCCCN1c1nnc(N)s1 (stereo not drawn)	x	x	2	-1	47	-2	-1	x
O=C(Nc1ccccc1N1CCCCC1)c1ncoc1-c1ccc(F)cc1	x	x	-5	8	-2	-1	2	x
O=C1NC(=O)c2cc([N+](=O)[O-])cc3cccc1c23	-1	x	8	x	x	-1	x	-23
COc1ccc(NC(=O)N(C)C[C@@H]2OCCCC[C@@H](C)Oc3ccc(NS(=O)(=O)c4ccc(OC)cc4)cc3C(=O)N([C@H](C)CO)C[C@H]2C)cc1	x	1.0	3	-6[16.7 µM]	-9	1	1	x
Cc1cccc(N(CC(=O)NCC2CCCO2)C(=O)CCC(=O)Nc2nccs2)c1 (stereo not drawn)	0	x	11	-8	4	1	-2	-1
CCCNC(=O)C[C@@H]1CC[C@H]2[C@@H](COc3ccc(NC(=O)Nc4ccccc4F)cc3C(=O)N2C)O1	0	0.0	12	-17[16.7 µM]	-1	-2	0	2
COc1cccc(N/C=C/C(=O)c2ccc(Br)cc2)c1	x	x	2	26	6	-3	-3	x
C[C@H]1CC[C@]2(O[C@@H](CCO)C[C@H](O)[C@H]2O)O1	3	-0.1	-1	x	x	1	-2	-16
Cc1ccccc1S(=O)(=O)N1C[C@H](O)COC[C@H]2O[C@H](CC(=O)NCCc3ccccc3)CC[C@@H]21	1	0.1	-2	-7[16.7 µM]	3	1	1	42
COc1ccc(-c2cc(C(=O)N3CCOCC3)c3cc(C)ccc3n2)cc1	x	x	11	8	-5	0	11	x
COc1cccc(-n2c(SCC(=O)NC3CC3)nc3ccccc3c2=O)c1	1	0.0	4	4	-5	0	-5	-2
CC(C)(C)NC(=O)CN(C(=O)CNS(=O)(=O)c1ccccc1)c1ccc2c(c1)OCCO2	x	x	-1	-13	-15	2	2	x

Another view of part of the listing above:
| canonical_smiles | ERAP1 inh | E-selectin induc | RAD54 inh | miR122 inh | PGC1a acetyl inh | Cneo AK release | PglD DTNB | RAD52 anneal inh |
| --- | --- | --- | --- | --- | --- | --- | --- | --- |
| Fc1ccc(CSc2nnc(Cc3sc(-c4ccccc4)nc3-c3ccccc3)o2)cc1 | x | x | -8 | -5 | -6 | -1 | -8 | x |
| CC(=O)N(Cc1cccc(Br)c1)c1ccc(N2CCOCC2)c(Cl)c1 | -2 | x | -12 | 1 | -15 | 2 | -4 | -15 |
| CC1(C)Cc2cccc(OCC(=O)Nc3cccnc3)c2O1 | x | x | -10 | 10 | -10 | -1 | -7 | x |
| COc1ccc(CN(C)C(=O)Cc2c[nH]c3ccccc23)c(OC)c1OC | -3 | 0.3 | -7 | 44 | 1 | 0 | -2 | -5 |
| CC(=O)Nc1ccc(S(=O)(=O)N2CCC(C(=O)N[C@@H](C)C(=O)NC3CCCC3)CC2)cc1 | 2 | x | -7 | -4 | 0 | 0 | 1 | -1 |
| CC(C)c1ccccc1NC(=O)COC(=O)Cc1c[nH]c2ccccc12 | x | -0.1 | -3 | -2 | 6 | x | 0 | x |
| Cn1c(SCC(=O)N2CC(=O)Nc3ccccc32)nnc1C(F)(F)F | 0 | -0.1 | -4 | x | x | -11 | -1 | -9 |
| COc1ccc(NS(=O)(=O)c2cccc(C(=O)N(C)Cc3ccc(SC)cc3)c2)cc1 | 1 | x | -11 | 38 | x | 1 | -2 | 8 |
| CN1C(=O)CC(N2CCC(c3nc4ccccc4[nH]3)CC2)C1=O (stereo not drawn) | x | 0.3 | 0 | -3 | -2 | -3 | 3 | -3 |
| COc1ccc(/C=C/C(=O)OCC(=O)N(C)CC(=O)Nc2ccc(C)cc2)c(OC)c1 | -1 | -0.6 | 2 | -13 | -4 | -1 | -3 | -12 |
| C=CCn1c(COc2cccc(C)c2)nnc1SCC(=O)NC(=O)NCc1ccco1 | -4 | x | -1 | 0 | 4 | 1 | 3 | -2 |

(cont.)
SMILES	ERAP1 inh	E-selectin induc	RAD54 inh	miR122 inh	PGC1a acetyl inh	Cneo AK release	PglD DTNB	RAD52 anneal inh
CN1/C(=C/C2CC(=O)N(c3cccc4ccccc34)C2=O)C(C)(C)c2ccccc21 (stereo not drawn)	x	x	-16	-2	3	-1	-4	x
CCOC(=O)C1CCN(c2ncnc3c2c(-c2ccccc2)cn3-c2ccc(C)cc2)CC1	-3	1.1	-10	-10	-3	1	-1	-7
CN(C)C(=O)CCC(=O)N1CCCC(C(=O)c2ccc(C(F)(F)F)cc2)C1 (stereo not drawn)	1	0.2	-9	-5	7	-2	2	-3
CC1CCN(S(=O)(=O)CCNC(=O)c2ccc(F)cc2)CC1	2	x	2	x	x	0	-1	1
COC(=O)c1cc2sc(Cl)cc2n1Cc1nc(-c2ccccc2)oc1C	4	-1.8	-4	0	4	0	1	-11
O=C(NCC[C@H]1CC[C@@H](NC(=O)C2CCC2)[C@@H](CO)O1)c1cc(Cl)cc(Cl)c1	-3&-2	-0.5&0.3	-6	x	-8	0	2	-11&-12
O=S(=O)(c1ccccc1C(F)(F)F)N1C=CC(C(F)(F)F)=NCC1	-1	-0.1	-15	5	12	-1	1	-32
O=C(C[C@@H]1CC[C@H](NC(=O)Nc2ccc(C(F)(F)F)cc2)[C@H](CO)O1)NCCN1CCCC1	1	-0.1	3	-6[16.7 µM]	-2	0	0	-6
CCCCCCn1c(N2CCN(c3cccc(Cl)c3)CC2)nc2c1c(=O)[nH]c(=O)n2C	x	x	-14	-2	3	-1	-3	x
CCOC(=O)C1CCCN(S(=O)(=O)c2ccc(S(=O)(=O)N3CCCC3)cc2)C1 (stereo not drawn)	2	x	3	x	-1	-1	-4	3
